Compound activity: PubChem, National Center for Advancing Translational Sciences (NCATS)
LDHA inh: LDHA (human) enzyme inhibition | P00338 | 480,000 tested, 0.15% active | purified LDHA, NADH/diaphorase-resazurin fluorescence; hits give low values | activity change, % (values are at about 110 or 230 µM); in the data active means activity change below about -30%; inconclusive means mostly about -25% to -30%;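 further: plate controls were DMSO wells for no effect and wells without enzyme for full effect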
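Resorufin fluorescence (ex540/em590), read at 0 and 20 min after diaphorase/resazurin addition, reports the NADH left after a 5 min room-temperature reaction of 2 nM human LDH5 with 0.06 mM NADH and 0.2 mM pyruvate.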
* marks the source's active call; other numbers are inactive results; ? = inconclusive. A portion of the library. The share of hits here may be higher or lower than overall.

structure	LDHA inh
O=C1NC[C@H](Cc2ccc(O)cc2)N(CCc2cccc(F)c2)C1=O	7
CN(CC(=O)C(C#N)c1ccccc1)C1CCCCC1 (centres undefined)	-1
CC(C)C(NC(=O)c1ccc2c(c1)NC(=O)CS2)c1cccs1 (centres undefined)	4
COc1ccc(C(CC(=O)O)NC(=O)c2ccccc2Br)cc1 (centres undefined)	-8
O=C(Nc1ccc2c(c1)OCCO2)C(c1ccccc1)n1c(=O)c(-c2cc3ccccc3[nH]2)nc2ccccc21 (centres undefined)	-2
O=C(COc1ccccc1Cl)N1CCC(c2nc3ccccc3o2)CC1	4
Cc1ccc(C)c(C(=O)Nc2ccc3[nH]c(C)cc3c2)c1	7
Cc1ccc(CN(Cc2cc(=O)n3[nH]c(-c4cccc(C)c4)cc3n2)CC(C)C)cc1	5
Cc1ccc(CNC(=O)c2cc(=O)c3c(C)cc(C)cc3o2)cc1	0
O=C(CSc1nc2cc([N+](=O)[O-])ccc2o1)Nc1ccc(F)c(F)c1	-5
COc1ccc(CCNC(=O)c2cc(=O)c3cc(Cl)ccc3o2)cc1OC	12
O=C(Cn1ccn2nc(-c3ccccc3)cc2c1=O)Nc1cccc(Cl)c1	?

Reprinted from the part before: 2 entries; new compounds follow.
structure	LDHA inh
COc1ccc(CCNC(=O)c2cc(=O)c3cc(Cl)ccc3o2)cc1OC	12
O=C(Cn1ccn2nc(-c3ccccc3)cc2c1=O)Nc1cccc(Cl)c1	?
CCOc1ccccc1C(=O)Nc1c(C(=O)N2CCN(C)CC2)oc2ccccc12	1
CSc1cccc(NC(=O)CCc2ncc(-c3ccccc3F)o2)c1	-12
Cc1nc(SCC(=O)Nc2cccc3ccccc23)oc1C	13
Nc1ccn([C@@H]2O[C@H](C(=O)N3CCCN(Cc4ccccc4F)CC3)[C@@H](O)[C@H]2O)c(=O)n1	2
O=S(=O)(Nc1cccc2cccnc12)c1ccc(F)c(F)c1F	7
O=[S+]([O-])(c1cc2ccccc2o1)N1CCN([S+](=O)([O-])c2c(F)cccc2F)CC1	-1
COCC(=O)N[C@H]1C=C[C@@H](CC(=O)OC)O[C@@H]1CO	2
O=C(NC1CCCCC1)c1ccc2ccccc2n1	4
Cc1cccc(N(C)S(=O)(=O)c2ccc(-c3coc(C)n3)cc2)c1	2
CNC(=O)c1cccc(NC(=O)c2cccc(OCc3c(C)noc3C)c2)c1	-10
Cc1c(-c2ccccc2)oc2c(C(=O)N3CCN(Cc4ccccc4)CC3)cccc2c1=O	5
CCCCNc1c(-c2ccccn2)nc2nc(C)cc(C)n12	7
CCCn1nc(C(=O)N(C)Cc2cccc(OC)c2)c2ccccc2c1=O	10
O=C(Nc1ccc(F)c(F)c1)c1ccc(S(=O)(=O)C2CCS(=O)(=O)C2)cc1 (centres undefined)	-5
COCc1nnc(NC(=O)c2ccc3ccn(C)c3c2)s1	-2
CCC(=O)Nc1cc(NC(=O)CC)cc(-c2nc3ccccc3o2)c1	-1
COc1ccccc1-c1ccnc2c1c(=O)[nH]c(=O)n2CC1CCCO1 (centres undefined)	-1
CC(O)(C#CCN1CCCCC1)C1CC2C=CC1C2 (centres undefined)	-1
O=C(/C=C/c1cccc(Oc2ccc(Cl)cc2)c1)c1ccccc1	11
CC(C)c1ccc(C2C3=C(COC3=O)Nc3c2c(=O)n(C)c(=O)n3C)cc1 (centres undefined)	-1
Brc1ccc(-c2nnc(COc3cccc(-n4cnnn4)c3)o2)s1	4
CN(c1ncnc2scc(-c3ccc(F)cc3)c12)C1CCCCC1	4
COc1cccc(CNC(=O)CN2C(=O)N(c3ccccc3C)S(=O)(=O)c3ccccc32)c1	0
COc1ccc(C(=O)OCc2ccccc2F)c(OC)c1OC	6
CCOC(=O)CCCCCNCc1ccccc1	-7
Cc1ccc(NC(=O)Cc2nnc(SC(C)C(=O)Nc3ccc4c(c3)OCO4)n2C)cc1 (centres undefined)	4
CC1CCC2(CC1)N=C(c1ccc(Cl)cc1Cl)C(=S)N2 (centres undefined)	-8
CSc1cccc(NC(=O)/C=C/c2ccc(F)cc2)c1	2
CN(Cc1ccc(C(=O)NCC(F)(F)F)cc1)C(=O)Cc1cccc(C(F)(F)F)c1	4
Cc1cc(C)c(C)c(S(=O)(=O)N2CCN(C(=O)Cc3c(C)nn(C)c3C)CC2)c1C	-1
COc1ccc(-c2nc(C#N)c(N3CCN(C(=O)c4cccs4)CC3)o2)cc1OC	14
CS(=O)(=O)c1ccc(NC(=O)CN(Cc2cccs2)CC2CCCO2)cc1 (centres undefined)	3
Cc1ccccc1Nc1nc(-c2ccc([N+](=O)[O-])cc2)cs1	11
CCN(C(=O)C(Sc1ccccc1)c1ccccc1)C1CCCCC1 (centres undefined)	2
NC(=O)C1CCN(C(=O)Cn2ccc3c(Cl)cccc32)CC1	9
CC(C)N1CCc2c(sc(NC(=O)c3ccco3)c2-c2nc3ccccc3s2)C1	13
Cc1ccc(CNC(=O)N2CCC3(CC2)Nc2ccccc2-n2cccc23)cc1	2
Cn1c(=O)c2c(nc(NCCO)n2Cc2ccc(F)cc2)n(C)c1=O	-1
CC(=O)c1ccc(NC(=O)COC(=O)C2CCN(c3ccc(C(F)(F)F)cn3)CC2)cc1	2
COc1cccc2cc(S(=O)(=O)N3CCCCC3)c(=O)oc12	11
N#Cc1cccc(C(=O)OCc2cccnc2)c1	12
CN(C)c1ncccc1CNC(=O)Cc1ccccc1F	1
CCOC(=O)c1c(C)c2ccccc2n2cc(CN3CCOCC3)c(C#N)c12	13
O=C(COC(=O)Cn1cnc2ccccc21)Nc1ccc(Cl)cc1C(F)(F)F	0
O=C(N/N=C/c1cccc(Oc2ccccc2)c1)c1cccs1	2
CCCCCn1c(-c2cccc(OC)c2)nc2c1c(=O)[nH]c(=O)n2CCCC	12
Cc1ccc(C(C)C)c(OCC(=O)Nc2ccc(S(=O)(=O)Nc3nccs3)cc2)c1	1
O=C(O)CCCCCCCCCc1cccs1	2
COc1ccccc1Nc1nc(N)c(C(=O)c2ccc(Cl)cc2)s1	5
CSC1=N/C(=C\c2ccc(Br)cc2)C(=O)S1	-2
Cc1cccc(NC(=O)C2Cc3ccc(C)cc3S2)c1 (centres undefined)	-4
CCCn1c(C)cc(C(=O)COC(=O)c2nn(CCC)c(=O)c3ccccc23)c1C	7
COC(=O)c1ccc(C2C(C#N)=C(N)Oc3n[nH]c(-c4ccc(OC)cc4)c32)cc1 (centres undefined)	3
CCOC(=O)c1c(C)c(CCC(=O)NCCN2CCCCCC2)c(C)n1C	-7
CCCCN(Cc1ccccc1)c1ccc(NS(=O)(=O)c2cc(C)ccc2C)cc1C(=O)O	10
CCOC(=O)c1c(NC(=O)c2ccoc2C)sc2c1CCC(C(C)(C)C)C2 (centres undefined)	6
Cc1c(N)cccc1-c1nc2cc(C(C)C)ccc2o1	-6
CC(C)(C)c1ccccc1NC(=O)c1ccc2ccccc2n1	2
O=C(NCCNS(=O)(=O)c1cccc2nonc12)c1cccc2[nH]ccc12	-12
FC(F)(F)c1ccccc1/C=N/NC(=S)NCc1ccccc1	1

Following part
structure	LDHA inh
O=C(Nc1ccc(Cn2cncn2)cc1)c1csc(NC2CC2)n1	-20
O=C(CCc1nc(-c2ccsc2)no1)Nc1ccc(N2CCOCC2)cc1	37
CC/C(C)=C(/C#N)C(=O)NC1CCCCC1	-2
Cc1ccc(N2CCN(C(C(=O)O)c3cn(CC(=O)O)c4ccccc34)CC2)c(C)c1 (centres undefined)	-2
O=C(COc1ccc(-c2nnco2)cc1)c1ccc(F)cc1	2
COc1ccc(NC(=O)CSc2nnc(C3CCCCC3)n2-n2cccc2)cc1	-4
N#Cc1cccnc1NCc1cccnc1	9
COc1ccc(-c2cc(C(=O)NC3CC(C)(C)NC(C)(C)C3)c3ccccc3n2)cc1OC	9
CCOc1ccc(-c2nc(NC(=O)c3cc(OC)cc(OC)c3)sc2C)cc1	1
CC1=C(c2ccccc2)[N+](=O)C(C)(c2ccc(Cl)cc2)N1[O-] (centres undefined)	0
CC(C)(C)C1(O)C(=O)Nc2ccccc21 (centres undefined)	12
Cc1ccc2[nH]c(C(=O)NCc3ccc(C(=O)N4CCN(C)CC4)cc3)cc2c1	0
CCC(CC)NC(=O)COC(=O)/C=C/c1cccc2cccnc12	9
CC1CN(C(=O)CCc2ncc(-c3ccc(F)cc3)o2)CCO1 (centres undefined)	1
CCC(C)(C)NC(=O)Cc1nn(C)c(=O)c2ccccc12	-3
Cc1ccc(C)c(C(=O)COC(=O)c2cc(=O)c3ccccc3o2)c1	-2
FC(F)(F)c1ccccc1CNCc1ccccc1	3
CCCCn1c(=O)n(CC(=O)Nc2cccc(Cl)c2)c(=O)c2c1ncn2CCC(C)C	5
Cc1cccc(/C=C2\Cc3ccccc3C2=O)c1	8
Cc1ccc(Cl)cc1NS(=O)(=O)c1cc2c(cc1F)NC(=O)CC2	-12
O=C(O)C1(c2ccc(Cl)cc2)CCOCC1	-10
COCCCNC(=O)c1cc(-c2ccc(OC)cc2)nc2ccccc12	5
COc1cc(/C=C/c2ccc3cccc([N+](=O)[O-])c3n2)ccc1O	4
O=S(=O)(N=C1SCCS1)c1ccccc1	6

Some of the entries so far, with values ahead of the structure:
LDHA inh,Structure
12,COc1ccc(CCNC(=O)c2cc(=O)c3cc(Cl)ccc3o2)cc1OC
11,O=C(/C=C/c1cccc(Oc2ccc(Cl)cc2)c1)c1ccccc1
4,CC(C)C(NC(=O)c1ccc2c(c1)NC(=O)CS2)c1cccs1 (centres undefined)

Further compounds
structure	LDHA inh
COc1ccc(CN2CCN(CC(=O)Nc3ccccc3C(=O)NC3CCCC3)CC2)cc1	-3
COc1cc(-c2cc(C(=O)O)c3cc(C)ccc3n2)ccc1O	6
CCN1CCN(CCNC(=O)CCn2ccc3cc(S(=O)(=O)N4CCCCC4)ccc32)CC1	5
COC(=O)[C@]12CCCCC=C1N(Cc1ccc3c(c1)OCO3)C(=O)[C@H](CC(=O)NCc1ccccc1)C2	3
CCOCCn1c(-n2nc(C)cc2C)nc2c1c(=O)n(CC)c(=O)n2C	-4
COc1cc(/C=C(/C#N)c2ccc(Cl)cc2)cc(OC)c1OC	5
O=C(CC(c1ccccc1)S(=O)(=O)c1ccccc1)c1ccc(F)cc1 (centres undefined)	3
COC(CNC(=O)c1ccc(CNS(=O)(=O)c2ccc(C)cc2)cc1)OC	5
CC(C)Oc1ccc(-c2cc(C(=O)NCc3ccncc3)c3ccccc3n2)cc1	4
CCn1nc(C(=O)OCC(=O)NC(=O)NCc2ccccc2)c2ccccc2c1=O	1
CC(C)c1ccc(NC(=S)NC2CCSc3ccccc32)cc1 (centres undefined)	4
Cn1c(=O)c2c(nc(NCc3ccccc3)n2CC(O)CO)n(C)c1=O (centres undefined)	1
O=C1CCCC2=C1C(c1ccc(OCc3ccccc3)cc1)c1c([nH]n(-c3ccccc3)c1=O)N2 (centres undefined)	-2
Cc1ccc(-c2noc(-c3ccc(Br)cc3)n2)s1	-5
Cc1ccc(-c2c3c(nc4sc5c(c24)CCC5)-c2cc(F)ccc2S(=O)(=O)C3)cc1	11
CN(C)C(=O)CN1C(=O)c2ccccc2C1c1cn(C)c2ccccc12 (centres undefined)	3
Cc1ccc(CC(=O)Nc2ccc(N(C)C)cc2)cc1	21
O=C(Nc1ccc(Cl)cc1Cl)c1cc(=O)[nH]c2ccc(S(=O)(=O)N3CCOCC3)cc12	-1
CS(=O)(=O)c1nc(S(=O)(=O)c2ccc(Cl)cc2)c(NCCc2ccccc2)s1	-20
CCCOc1ccc(NC(=O)Cc2ccc(OC)cc2)c2cccnc12	45
COc1ccc(-c2c(C(F)(F)F)oc3cc(OCC#N)ccc3c2=O)cc1OC	-4
Cn1c(=O)c(=O)n(C)c2cc(N3CCCCC3)c(NS(=O)(=O)c3ccc(C(C)(C)C)cc3)cc21	21
O=C(NCc1ccccc1)C(c1cc2ccccc2o1)n1c(=O)c(-c2ccccc2)nc2ccccc21 (centres undefined)	-1
CCCOc1ccc(C(N)C(=O)OCC)cc1 (centres undefined)	1
Cn1c(=O)c2nc(Cl)n(Cc3ccc(Cl)cc3)c2n(C)c1=O	-7
O=[N+]([O-])c1c(N2CCCC(CO)C2)ccc2ncccc12 (centres undefined)	5
O=C(CCc1ncc(-c2c(F)cccc2F)o1)Nc1ccc(F)cc1	3
COc1ccc(NC2=NC(C(=O)Nc3ccc(C)c(C)c3)CC(=O)N2)cc1 (centres undefined)	4
O=C1CCCc2nccc(-c3ccccc3)c21	-7
Cc1cc(C)c(S(=O)(=O)Nc2cccc(S(=O)(=O)C3CCCC3)c2)c(C)c1	10
CSC(C)C(=O)N(C)Cc1sccc1C (centres undefined)	3
COc1ccc(C(=O)c2oc3ccccc3c2NC(=O)COc2ccc(F)cc2)cc1	5
CC(NC(=O)Cc1csc2nc(-c3ccccc3)cn12)c1ccc(Cl)cc1 (centres undefined)	1

Another view of some results above.
CSC(C)C(=O)N(C)Cc1sccc1C (centres undefined)
  LDHA inh: 3

O=C1CCCc2nccc(-c3ccccc3)c21
  LDHA inh: -7

O=[N+]([O-])c1c(N2CCCC(CO)C2)ccc2ncccc12 (centres undefined)
  LDHA inh: 5

CC(NC(=O)Cc1csc2nc(-c3ccccc3)cn12)c1ccc(Cl)cc1 (centres undefined)
  LDHA inh: 1
